MgcRacGAP inhibition: MgcRacGAP GTPase-activating activity inhibitors, confirmation, biochemical, ADP Hunter fluorescence; MgcRacGAP-stimulated Rac1 GTP hydrolysis, ADP Hunter fluorescence; higher % means a stronger effect; GST-tagged Rac1 F28L mutant substrate; inhibition, % at 30 µM, or IC50 in µM where a hit was titrated; 340,000 compounds, 0.6% hits;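 active = first-screen hits whose inhibition reached a set limit at any dose in the follow-up dose series; inconclusive = inhibition above the set first-screen limit but never retested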;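 also: fluorescence reports GDP produced by GAP-driven GTP hydrolysis; strong numbers were not always called active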
NS5 inhibitors: Dengue-2 NS5 methyltransferase inhibitors, primary screen, biochemical, confirmation dose response (AID 588689). Dengue-2 NS5 methyltransferase capping enzyme assay, biochemical; higher % means a stronger effect. inhibition, % at 25 µM, or IC50 in µM where a hit was titrated. 340,000 compounds, 0.3% hits; in the data active = a potency from the dose series; inconclusive = inhibition above about 29% without an active follow-up result
NTR1 agonist: agonists of NTR1, primary screen, imaging, U2OS cells, beta-arrestin-GFP, high content (AID 493036); P30989; NTR1-U2OS beta-arrestin-GFP spot imaging, agonist mode; activation, % at 20 µM; 330,000 compounds, 0.17% hits;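 active = activation at or above 40% of the spot to cytoplasm intensity ratio, with at least 20 cells analyzed; inconclusive = wells under 20 cells, flagged as cytotoxic or low count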;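 also: 0% = DMSO without peptide and 100% = 100 nM NTR1 peptide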
Target sequence (P30989 whole entry, looked up): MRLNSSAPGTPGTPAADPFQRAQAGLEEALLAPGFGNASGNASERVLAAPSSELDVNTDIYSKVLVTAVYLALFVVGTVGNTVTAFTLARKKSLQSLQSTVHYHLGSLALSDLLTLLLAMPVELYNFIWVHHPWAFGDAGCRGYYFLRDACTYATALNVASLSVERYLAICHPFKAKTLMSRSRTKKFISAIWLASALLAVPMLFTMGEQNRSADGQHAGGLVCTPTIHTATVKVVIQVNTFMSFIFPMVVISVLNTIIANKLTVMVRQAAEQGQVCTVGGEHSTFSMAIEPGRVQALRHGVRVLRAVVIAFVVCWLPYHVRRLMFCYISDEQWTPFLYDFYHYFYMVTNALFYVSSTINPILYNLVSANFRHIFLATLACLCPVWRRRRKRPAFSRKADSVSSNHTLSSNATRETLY
Yfh1-depleted yeast: enhancers of respiration in Yfh1-depleted yeast, dose response, Friedreich's ataxia, plus single-dose screen (AID 1465); S. cerevisiae Yfh1-off respiration, WST-1 reduction, 72 h; higher fold induction means a stronger effect; fold induction at 50 µM; hits with a dose series show EC50 in µM; 220,000 compounds, 0.074% hits;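 active = fold induction of absorbance versus untreated yeast above a set limit, then at least 30% activation at any dose in follow-up; inconclusive = repeats straddling the limit, or above it without dose testing; inactive = fold induction below the set limit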;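 also: activators that raise dye reduction in frataxin-depleted yeast; strong numbers were not always called active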
GPR55 antagonists: inhibition of LPI-stimulated GPR55 beta-arrestin translocation – imaging, U2OS, beta-arrestin-GFP, LPI agonist, primary screen (AID 2013) | one-dose inhibition, % at 10 µM; IC50 in µM for titrated hits | 290,000 compounds, 0.13% hits | U2OS GPR55 beta-arrestin-GFP translocation imaging, LPI antagonism; higher % means a stronger effect;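 active = spots per cell inhibited over 60%, with over 100 cells counted and total cytoplasm intensity under 500,000; inconclusive = wells with under 100 cells, flagged as likely toxic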;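 also: U2OS cells stably carrying GPR55 and arrestin-GFP stimulated by 5 µM LPI near EC80; imaged beta-arrestin-GFP aggregate spots per cell after agonist stimulation; plate controls were LPI-stimulated DMSO wells for no effect and DMSO wells without LPI for full effect; some results filed as inactive read as strong as hits; confirmed hits need IC50 under 10 µM and bright autofluorescent wells are also inconclusive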
Large T inhibition: TAg ATPase/helicase activity blockers – biochemical (AID 1903); SV40 large T antigen ATPase/helicase inhibition assay; higher % means a stronger effect; inhibition, % at 20 µM, or IC50 in µM where a hit was titrated; 310,000 compounds, 0.39% hits; in the data active = a potency from the dose series; inconclusive = inhibition mostly from about 32% at the one dose, without a potency; inactive = the rest, 99 in 100 with inhibition below about 32%; also: strong numbers were not always called active
GPR55 beta-arrestin: GPR55 agonists via beta-arrestin recruitment, primary screen, imaging, U2OS cells, beta-arrestin-GFP redistribution (AID 1961) | U2OS GPR55 beta-arrestin-GFP redistribution imaging; higher % means a stronger effect | activation, % at 10 µM, or EC50 in µM where a hit was titrated | 290,000 compounds, 0.048% hits;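 active = activation above 40% with more than 50 cells counted in the well; inconclusive = wells holding fewer than 50 cells, flagged as toxic or sparse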;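 also: U2OS osteosarcoma cells stably expressing GPR55 and beta-arrestin-GFP; plate controls were DMSO negative control for no effect and LPI positive control for full effect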
GPR35 arrestin U2OS: GPR35 antagonists blocking zaprinast-driven arrestin recruitment, primary screen, imaging, U2OS, beta-arrestin-GFP, zaprinast agonist (AID 2058). 290,000 compounds, 0.052% hits. one-dose inhibition, % at 10 µM; IC50 in µM for titrated hits. U2OS GPR35 beta-arrestin-GFP translocation imaging, zaprinast antagonism; higher % means a stronger effect;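 active = inhibition of at least 50% with at least 30 cells and total cytoplasm GFP at most 10,000,000; inconclusive = under 30 cells or total GFP of 10,000,000 plus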
AID2073: disruptors of CaV2.2 binding to Mint1 – biochemical, HTRF (AID 2073). HTRF protein-protein interaction, Mint1-CaV2.2; higher % means a stronger effect. inhibition, % at 20 µM; hits with a dose series show IC50 in µM. 290,000 compounds, 0.19% hits; in the data active = inhibition mostly above about 51%, no sharp cut-off; inconclusive = no clear call, values can overlap the other calls; inactive = mostly below about 53%; also: some results filed as inactive read as strong as hits
NTR1 agonist cell count 20 µM: recorded beside NTR1 agonist, whose call it bears; cell count; measured here: cell count, cytotoxicity flag
NS5 inhibitors pilot replicate: second read-out of NS5 inhibitors, no call of its own (marks repeat the call); inhibition, %; measured here: pilot screen replicate inhibition
* hit, by the source's call; i = inactive; ? = inconclusive; / = not tested or not shown.

SMILES	MgcRacGAP inhibition	NS5 inhibitors	NTR1 agonist	NTR1 agonist cell count 20 µM	Yfh1-depleted yeast	GPR55 antagonists	Large T inhibition	GPR55 beta-arrestin	GPR35 arrestin U2OS	AID2073	others
CCCCC(=O)Nc1cc(Cl)ccc1C(=O)O	6%	2%	2.2	38	i	-4%	6%	0.3%	-13%	12%
CCCCNC(=O)CSc1nnc(-c2ccc(S(=O)(=O)N3CCCC3)cc2)n1C	14%	3%	-0.7	47	i	6%	-6%	-0.5%	-7%	?
CCN(CC)C(=O)c1sc(NC(=O)c2c(OC)cccc2OC)c(C#N)c1C	3%	4%	-0.5	71	i	6%	5%	0.2%	2%	2%
COc1ccc(/C=N/Nc2nonc2N)cc1	8%	-3%	5.6	54	i	-1%	25%	0.0%	-2%	-8%
CCOP(=O)(c1ccccc1)c1nc(-c2ccc(F)cc2)oc1N1CCCCC1 (stereo unspecified)	9%	2%	5.3	45	i	10%	27%	-0.3%	6%	8%
CC(C)Cc1cc(C(=O)Nc2cc(Br)ccc2O)no1	0%	-1%	8.4	79	i	22%	-1%	-0.2%	-15%	3%
CCOc1cc(Br)c(CC(=O)NC2CCCCCC2)cc1OCC	6%	-10%	1.5	61	/	4%	8%	-0.1%	-6%	2%
COc1ccc(NC(=O)CN2CCC(NC(=O)C3CCCCC3)CC2)c([N+](=O)[O-])c1	6%	-14%	1.2	42	i	4%	-4%	0.2%	8%	2%
Cc1ccc(N2C(=O)CSC2c2cccnc2)cc1F (stereo unspecified)	-1%	-5%	-1.3	62	i	14%	8%	-0.1%	-5%	-2%
C=CCOC(=O)Nc1snnc1C	7%	1%	-0.1	65	i	7%	-1%	0.0%	10%	23%

Structures from the list above with bromine:
SMILES	MgcRacGAP inhibition	NS5 inhibitors	NTR1 agonist	NTR1 agonist cell count 20 µM	Yfh1-depleted yeast	GPR55 antagonists	Large T inhibition	GPR55 beta-arrestin	GPR35 arrestin U2OS	AID2073	others
CC(C)Cc1cc(C(=O)Nc2cc(Br)ccc2O)no1	0%	-1%	8.4	79	i	22%	-1%	-0.2%	-15%	3%
CCOc1cc(Br)c(CC(=O)NC2CCCCCC2)cc1OCC	6%	-10%	1.5	61	/	4%	8%	-0.1%	-6%	2%

(listing goes on)
SMILES	MgcRacGAP inhibition	NS5 inhibitors	NTR1 agonist	NTR1 agonist cell count 20 µM	Yfh1-depleted yeast	GPR55 antagonists	Large T inhibition	GPR55 beta-arrestin	GPR35 arrestin U2OS	AID2073	others
Cc1cc(C)n(-c2cccc3cccnc23)n1	9%	0%	-0.2	83	i	-6%	6%	-0.1%	0%	3%
Cc1cccc(-n2c(C)cc(/C=C3\C(=N)N4N=C(CC(C)C)SC4=NC3=O)c2C)c1	4%	6%	3.4	47	i	0%	7%	-0.4%	-15%	10%
O=C(O)c1sccc1Oc1ccc(NS(=O)(=O)c2ccc(Cl)cc2)cc1	4%	1%	-0.7	110	/	5%	13%	-0.1%	-6%	11%
O=C(C1CCC1)N1CCc2cc(S(=O)(=O)Nc3ccc4c(c3)OCCO4)ccc21	6%	-6%	0.6	46	i	6%	-2%	0.3%	3%	9%
C/C=C/c1ccc(OCC(=O)N2CCc3cc(OC)c(OC)cc3C2)c(OC)c1	5%	-6%	1.2	57	/	4%	4%	-0.2%	-6%	9%
C/C(=N\NC(=O)c1nn(C)cc1Br)c1ccncc1	-11%	1%	0.8	42	i	-2%	4%	0.6%	-2%	8%
CCCC(=O)Nc1nnc(SCC(=O)NCc2ccc3c(c2)OCO3)s1	3%	-4%	1.7	65	i	10%	-7%	-0.3%	1%	0%
Cc1c(CC(=O)NCC(=O)O)c(=O)oc2cc3occ(-c4ccccc4)c3cc12	4%	1%	1.5	85	/	-8%	12%	0.0%	-2%	12%
Cc1cccc(NC(=O)Cn2cnc3ccc(S(=O)(=O)N4CCC(C)CC4)cc3c2=O)n1	8%	-6%	-1.0	65	i	-22%	1%	-0.1%	14%	2%
CCc1nc(Cl)c(C#N)c2c1CSC(C)(C)C2	2%	-1%	3.0	73	i	0%	1%	0.6%	11%	7%
Cn1c(SCC(=O)Nc2ccc3cn[nH]c3c2)nnc1-c1cnccn1	14%	2%	-1.4	28	i	1%	0%	0.1%	-4%	11%
COCC1CCCN(Cc2cn(Cc3ccccc3)nc2-c2cc3ccccc3o2)C1 (stereo unspecified)	10%	-5%	2.8	57	i	26%	7%	-0.2%	11%	12%
CCN(CC)CCCNC(=S)N(CCO)Cc1cc2cc3c(cc2[nH]c1=O)OCCO3	13%	4%	0.4	57	/	6%	5%	0.0%	8%	8%
Cc1cc2cc3c(N)[nH]nc3nc2cc1C	14%	0%	-1.8	106	i	6%	30µM*	0.2%	-1%	14%
COC(=O)NCC(c1cccnc1)N1CCN(c2ccccc2)CC1 (stereo unspecified)	5%	-6%	1.1	92	i	4%	8%	-0.4%	-5%	6%
Cc1ccc(F)c(NC(=O)c2cncn2-c2ccccc2)c1	5%	2%	-1.7	34	/	-1%	5%	-0.1%	7%	9%
COC(=O)C1=C(C)OC(N)=C(C#N)C1c1ccc(OC)c(CSc2ccccn2)c1 (stereo unspecified)	8%	-15%	0.7	86	i	5%	7%	0.1%	-2%	4%
O=C(Oc1ccc(Cl)cc1)c1ccc(COC(=O)c2cnccn2)cc1	-4%	2%	0.2	70	i	1%	3%	-0.1%	1%	-2%
O=C(O)CNS(=O)(=O)c1ccc2c(c1)Cc1cc(S(=O)(=O)NCC(=O)O)ccc1-2	11%	2%	-0.2	48	/	12%	21%	-0.1%	-8%	-4%	NS5 inhibitors pilot replicate=1.8
O=C(COC(=O)CNC(=O)c1ccc(Cl)cc1Cl)NCC1CCCO1 (stereo unspecified)	3%	1%	-0.6	69	/	/	11%	/	/	/

Compounds from the list above containing a furan ring, fused or not:
SMILES	MgcRacGAP inhibition	NS5 inhibitors	NTR1 agonist	NTR1 agonist cell count 20 µM	Yfh1-depleted yeast	GPR55 antagonists	Large T inhibition	GPR55 beta-arrestin	GPR35 arrestin U2OS	AID2073	others
Cc1c(CC(=O)NCC(=O)O)c(=O)oc2cc3occ(-c4ccccc4)c3cc12	4%	1%	1.5	85	/	-8%	12%	0.0%	-2%	12%
COCC1CCCN(Cc2cn(Cc3ccccc3)nc2-c2cc3ccccc3o2)C1 (stereo unspecified)	10%	-5%	2.8	57	i	26%	7%	-0.2%	11%	12%

Next structures follow:
SMILES	MgcRacGAP inhibition	NS5 inhibitors	NTR1 agonist	NTR1 agonist cell count 20 µM	Yfh1-depleted yeast	GPR55 antagonists	Large T inhibition	GPR55 beta-arrestin	GPR35 arrestin U2OS	AID2073	others
COC(=O)c1ccc(OC(=O)C2CC(=O)N(c3cccc(C)c3)C2)cc1 (stereo unspecified)	-2%	-33%	0.2	54	i	-2%	9%	-0.1%	-12%	2%
Cc1cc(C)c(OCC(=O)OCC(=O)N2c3ccccc3CC2C)c(C)c1 (stereo unspecified)	4%	-4%	0.3	54	/	/	12%	/	/	/
C/C(=N\NC(=O)NC1CCCCC1)c1ccco1	-4%	-2%	-0.2	61	i	-6%	8%	-0.4%	-11%	-2%
COc1ccc(OC)c(C2Nc3nc4ccccc4n3C(C)=C2C(=O)Nc2ccc(C)cc2C)c1 (stereo unspecified)	7%	-10%	0.8	60	i	13%	5%	-0.1%	-10%	6%
c1ccc(Oc2nc(-c3ccccn3)nc3ccccc23)cc1	/	/	1.4	50	i	-2%	0%	-0.2%	5%	-19%
CCCc1nn(C)c2c(=O)[nH]c(-c3cc(S(=O)(=O)Nc4ccc(NC(C)=O)cc4)ccc3OCC)nc12	-1%	3%	-1.4	60	i	9%	14%	-0.1%	4%	0%
OC1(Cc2ccn[nH]2)CCCCC1	/	/	-1.4	52	i	4%	19%	-0.2%	6%	-9%
CCCOc1ccc(N2C(=O)CC(N(CCCO)C(=O)CC)C2=O)cc1 (stereo unspecified)	-4%	2%	-1.3	37	i	-5%	5%	0.5%	-14%	14%
COc1ccc(-c2noc(C3CCCN(C(=O)c4ccccc4)C3)n2)cc1 (stereo unspecified)	4%	0%	1.9	47	i	4%	15%	-0.1%	2%	-4%
CC1=C(C(=O)c2ccccc2)C(c2ccc(N3CCOCC3)cc2)NC(=O)N1 (stereo unspecified)	-1%	-38%	-0.5	47	i	-3%	7%	-0.2%	-1%	13%
Cc1nn(-c2ccccc2)c(N2CCCC2)c1/C=N/NC(=O)C1CC1	7%	2%	1.5	55	i	2%	21%	0.0%	-1%	4%
Cc1cccc(NC(=O)CN2C(=O)N/C(=C\c3ccc(N4CCOCC4)cc3)C2=O)c1	7%	-6%	-2.5	72	i	0%	-4%	0.2%	-7%	24%
Cc1c(NC(=O)c2ccc(C(C)(C)C)cc2)cccc1[N+](=O)[O-]	6%	1%	-1.8	95	i	0%	-2%	0.2%	-1%	7%
CC1=CC(C)(C)Nc2ccc(C)cc21	4%	-1%	1.3	46	i	-7%	-3%	0.4%	7%	-26%
CCn1c(O)c(N=NC(=S)NCC2CCCO2)c2ccccc21 (stereo unspecified)	3%	-11%	4.8	52	i	9%	10%	0.0%	-6%	13%
CCOc1ccc(NC(=O)CSc2nnc(C)n2CC)cc1	10%	/	-0.2	65	/	3%	4%	0.3%	2%	-3%
CS(=O)(=O)N1CCC(C(=O)N2CCN(c3ccccc3F)CC2)CC1	2%	-5%	-0.7	55	i	0%	3%	-0.5%	-4%	-9%
O=c1c2ccccc2c(-c2ccccc2)nn1-c1cc(Cl)ccc1[N+](=O)[O-]	14%	/	6.4	43	i	9%	11%	0.3%	1%	4%
COc1ccc(-c2nnc(-c3cc4ccccc4oc3=O)o2)cc1	0%	-4%	-0.1	56	i	-8%	-1%	-0.2%	-1%	19%
O=C(Nc1ccc(N2CCCCC2)cc1)c1cccnc1	19%	8%	-1.5	27	i	2%	10%	0.3%	-10%	1%
Cc1ccc(CONC(=O)c2ccc(OC(F)F)cc2)cc1	3%	-5%	-1.5	46	i	6%	18%	-1.1%	-10%	1%
Cc1ccc(C2CN(c3ccccc3)CC2C(=O)c2ccc(F)cc2)cc1 (stereo unspecified)	0%	-5%	0.8	51	i	-4%	9%	-0.1%	8%	?

High-throughput results from PubChem BioAssay.
